TWEAK Fn14 block – blocks TWEAK-Fn14 interaction in a reporter cell assay; TWEAK-stimulated Fn14 reporter cells, luciferase luminescence, 8 h; inhibition, % at 10 µM; hit rate 2% among 360,000; AID 1159606; in the data active means inhibition above about 50%
Exocytosis inh – blocks lytic granule exocytosis; TALL-104 LAMP-1 surface exposure, flow cytometry; cells stimulated with thapsigargin and PMA; inhibition, % at 10 µM; hit rate 0.66% among 360,000; AID 651702;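 active means inhibition above about 55%, limit read from the data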
SRC3 inh – inhibits human SRC3 coactivator | hit rate 0.17% among 360,000 | Q9Y6Q9 | inhibition, % at 3.6 µM | AID 588352 | HEK293 GAL4-SRC3 luciferase reporter, luminescence;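 active means inhibition above a per-campaign cutoff, the mean of all compounds plus 3 SD, cut at about 60% in these data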;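 further: 0% = DMSO-treated cells and 100% = gossypol-treated cells at 36 µM; higher means less SRC3-driven luciferase light from the GAL4 reporter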
TROY signal inh – inhibitors of TROY-dependent NF-kB signaling. Q293 LMP1-TROYcd NF-kB luciferase reporter, 4 h. inhibition, % at 10 µM. hit rate 0.98% among 360,000. AID 1347056;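 active means compounds whose plate-normalised and pattern-corrected inhibition of the luciferase reporter signal at the single screening dose is 50% or more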
NR2F2 inh – NR2F2 (human) inhibition, primary screen; P24468; HEK293T NGFI-A luciferase reporter, luminescence; inhibition, % at 8.6 µM; hit rate 0.7% among 370,000;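 active means inhibition above a per-plate cutoff, mean inhibition of test wells between control levels plus 3 SD, cut at about 38% in these data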;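 further: cells cotransfected with COUP-TFII expression vector driving the NGFI-A reporter; 0% = median of COUP-TF2 test wells and 100% = reporter-only cells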
ABHD5-PLIN5 inh – ABHD5-PLIN5 protein interaction inhibition. Q00G26+Q8WTS1. Split G. princeps luciferase complementation, luminescence, 4 h. inhibition, % at 4 µM. hit rate 0.78% among 360,000;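 active means inhibition above the mean inhibition across every tested compound plus 3 SD, cut at about 22% in these data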;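 further: 0% = DMSO only wells and the 100% control is not disclosed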
SRC1 inh – human NCOA1 inhibition. Q15788. HEK293 GAL4-SRC1 luciferase reporter, luminescence. inhibition, % at 3.6 µM. hit rate 0.12% among 360,000. AID 588354;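 active means inhibition above the campaign mean plus 3 SD, with each screening campaign given its own cutoff, cut at about 60% in these data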;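 further: 0% = DMSO treated cells and 100% = gossypol at 36 µM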
Target sequence (Q15788 whole entry, looked up, the tested form may be a part): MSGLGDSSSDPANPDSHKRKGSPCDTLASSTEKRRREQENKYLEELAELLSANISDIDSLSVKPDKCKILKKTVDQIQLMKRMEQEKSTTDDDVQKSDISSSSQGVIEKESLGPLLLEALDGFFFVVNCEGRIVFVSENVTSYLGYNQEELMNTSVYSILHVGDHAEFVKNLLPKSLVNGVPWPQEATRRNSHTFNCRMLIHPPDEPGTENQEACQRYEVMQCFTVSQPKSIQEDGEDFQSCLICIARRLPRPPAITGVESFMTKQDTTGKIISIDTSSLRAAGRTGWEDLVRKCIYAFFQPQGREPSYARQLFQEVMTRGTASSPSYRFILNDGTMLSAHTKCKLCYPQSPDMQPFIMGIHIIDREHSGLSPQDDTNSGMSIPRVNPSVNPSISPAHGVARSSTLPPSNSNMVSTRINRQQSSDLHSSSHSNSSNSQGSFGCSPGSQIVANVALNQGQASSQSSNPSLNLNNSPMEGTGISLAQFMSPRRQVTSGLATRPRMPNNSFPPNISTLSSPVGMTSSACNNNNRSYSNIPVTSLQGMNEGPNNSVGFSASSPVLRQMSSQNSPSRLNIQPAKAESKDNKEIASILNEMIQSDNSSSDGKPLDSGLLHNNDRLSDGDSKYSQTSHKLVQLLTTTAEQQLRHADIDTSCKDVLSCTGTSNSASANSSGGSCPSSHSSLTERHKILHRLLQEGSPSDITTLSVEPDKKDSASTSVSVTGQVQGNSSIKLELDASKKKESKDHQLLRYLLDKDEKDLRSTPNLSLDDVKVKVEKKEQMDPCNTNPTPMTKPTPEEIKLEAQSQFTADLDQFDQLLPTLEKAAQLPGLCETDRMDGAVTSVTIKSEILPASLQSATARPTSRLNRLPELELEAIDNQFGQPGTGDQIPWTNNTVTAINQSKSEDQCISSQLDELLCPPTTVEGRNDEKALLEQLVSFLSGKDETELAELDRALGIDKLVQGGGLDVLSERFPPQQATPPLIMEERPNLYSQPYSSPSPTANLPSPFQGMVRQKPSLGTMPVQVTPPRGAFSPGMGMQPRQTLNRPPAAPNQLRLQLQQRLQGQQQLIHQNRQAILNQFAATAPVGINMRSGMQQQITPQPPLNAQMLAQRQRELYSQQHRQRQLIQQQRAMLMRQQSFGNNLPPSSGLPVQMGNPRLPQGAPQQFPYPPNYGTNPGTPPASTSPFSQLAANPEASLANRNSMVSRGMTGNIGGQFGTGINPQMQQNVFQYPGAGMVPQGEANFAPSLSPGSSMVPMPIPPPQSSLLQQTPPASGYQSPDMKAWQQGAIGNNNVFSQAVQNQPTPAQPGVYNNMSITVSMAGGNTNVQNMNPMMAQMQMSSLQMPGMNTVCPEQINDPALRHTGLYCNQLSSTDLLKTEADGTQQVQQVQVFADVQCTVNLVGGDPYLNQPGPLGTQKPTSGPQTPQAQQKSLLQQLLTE
TLR9-MyD88 inh – inhibitors of human TLR9-MyD88 binding | CHO BLA complementation TLR9-MyD88, CCF4 FRET ratio | Q9NR96+Q99836 | AID 504734 | inhibition, % at 4.98 µM | hit rate 0.21% among 340,000;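 active means inhibition above the mean over all tested compounds plus 3 SD, cut at about 21% in these data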;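 further: 0% = DMSO only wells and 100% = clavulanate BLA inhibitor control wells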
NCOA2 inhibitor – human SRC2 (NCOA2) inhibition. Q15596. HEK293 GAL4-SRC2 luciferase reporter, luminescence. inhibition, % at 9 µM. hit rate 0.17% among 370,000;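 active means inhibition above the mean inhibition of all tested compounds plus 3 SD, set per campaign, cut at about 52% in these data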;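 further: 0% = DMSO treated cells and 100% = cells given Gossypol at 36 µM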
NOD2-RIPK2 inh – inhibitors of human NOD2-RIPK2 interaction. O43353. hit rate 0.38% among 360,000. inhibition, % at 4.98 µM. CHO BLA complementation NOD2-RIPK2, CCF4 ratio; in the data active means inhibition above about 21%;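 further: 0% = vehicle only and 100% = reference blocker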
NR5A2 inv ag – NR5A2 inverse agonism in reporter assay; HEK293T StAR-luciferase reporter, LRH-1 transfected, 24 h; hit rate 0.13% among 360,000; AID 602396; O00482; inhibition, % at 3.6 µM;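 active means inhibition above the mean inhibition of all tested compounds plus 3 SD, cut at about 73% in these data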;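 further: 0% = DMSO wells and 100% = reporter-only cells lacking LRH-1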
* hit, by the source's call; · = no result given.

compound,TWEAK Fn14 block,Exocytosis inh,SRC3 inh,TROY signal inh,NR2F2 inh,ABHD5-PLIN5 inh,SRC1 inh,TLR9-MyD88 inh,NCOA2 inhibitor,NOD2-RIPK2 inh,NR5A2 inv ag
COc1ccc(C(C(=O)NCC2CCCO2)N(Cc2ccc(F)cc2)C(=O)CNC(=O)c2ccco2)cc1OC (stereo not given),11,-6,-7,5,1,0,-41,-7,-1,-1,9
Cc1nnsc1C(=O)NNC(=O)c1cccc2ccccc12,-5,-4,18,4,-5,-3,6,-8,7,-4,-5
COc1cc(C(=O)N2CCN(c3ncnc4sc(C)c(C)c34)CC2)cc(OC)c1OC,24,2,9,30,48*,7,13,0,-5,-4,34
O=C(CCN1C(=O)c2ccccc2C1=O)CN1CCOCC1,-5,6,16,-2,-16,0,12,13,-23,5,6
Cc1cc2c(cc1S(=O)(=O)Nc1cccc(C)c1C)n(C)c(=O)c(=O)n2C,17,-2,8,8,1,-8,-11,-9,-4,-9,12
Cc1cc(C)cc(NC(=S)NCCCO)c1,3,6,-2,0,-10,-1,-4,-3,-14,-11,6
Cc1ccc(NC(=S)Nc2ccc(F)cc2)c(C)c1,-14,-1,-8,16,-21,2,-8,-1,17,-2,10
COc1cccc2cc(C(C)OC(=O)Nc3ccc(C)cc3)oc12 (stereo not given),-20,-3,0,-29,-1,-9,-8,4,-19,-13,0
O=[N+]([O-])c1ccc(Cl)cc1N1CCOCC1,12,1,3,2,-8,3,-6,-2,-19,-1,-4
CC1(C)OC2C(CO)OC(n3cnc4c(=S)nc[nH]c43)C2O1 (stereo not given),5,-1,17,15,0,-4,1,-5,4,-2,5
O=C(CCCN1C(=O)c2ccccc2C1=O)Nc1ccc2c(c1)OCCO2,-10,-1,-13,-16,-27,0,-7,-4,4,-4,-12
Cc1ccc(-n2nc(C)c(NC(=O)CCl)c2C)cc1C,-14,0,-40,-25,-14,2,-200,-9,-57,-7,48
Cc1ccc(-n2nc(C(=O)NCc3ccc(C)o3)c3c4ccccc4n(C)c3c2=O)cc1,16,1,3,-2,1,3,-9,-2,-5,-6,-7
Oc1cccc(/C=C/c2ccc3cccc(O)c3n2)c1,19,16,-99,-25,-49,-4,-116,3,-47,6,-123
CC(=O)Nc1ccc(S(=O)(=O)Nc2nccc(/C=C/c3ccccc3F)n2)cc1,-2,-1,3,14,-27,9,13,1,-16,-6,-20
O=C(NCCN1CCCCC1)Nc1ccc([N+](=O)[O-])cc1,-9,7,5,-5,-19,9,10,1,-7,-7,-7
O=C(O)CC(CC(=O)O)c1ccsc1,3,5,0,-12,-15,-2,10,-6,21,-2,-29
CC(=O)NC(CCC(=O)O)C(=O)O (stereo not given),-3,-2,-2,-5,-16,8,-5,-6,-19,-4,-102
Cc1noc(C)c1C(=O)Nc1ccc(S(=O)(=O)N2CCC(C)CC2)cc1,4,6,15,16,13,1,0,-15,26,-1,18
CC1CCN(CC(=O)n2c3c(c4ccccc42)CCCC3)CC1,-8,-8,-6,2,-2,1,2,3,2,-6,10
CC1=NN(C(=O)c2ccccc2C)C(O)(c2ccc(Cl)cc2)C1 (stereo not given),-8,3,-19,1,-18,-1,2,-13,-37,0,-25
CC(=O)c1ccc(OCCNS(=O)(=O)c2ccc(-n3cnnn3)c(C)c2)cc1,-3,-1,3,4,16,3,-2,-4,7,-10,17
CC(C)OC(=O)CC1C(=O)NCCN1C(=S)NC(=O)c1ccc(F)cc1 (stereo not given),-7,2,18,6,1,-13,14,0,5,2,-10
Nc1ncnc2c1ccn2[C@H]1CN(Cc2ccc(Cl)cc2)C[C@@H](CO)O1,2,-15,-18,6,10,0,-3,·,13,-3,2
Cn1c(=NC(=O)CSCC(=O)N2CCCCC2)sc2ccccc21,-9,0,-9,-19,-3,-1,-4,-14,-6,-5,-1
NC(=O)c1ccccc1OCC(=O)N1CCc2ccccc2C1,4,-14,6,6,13,-6,5,-10,-8,-1,10
O=C(c1cc(-c2ccccc2)nc2ccccc12)N1CCCc2ccccc21,0,-4,7,0,13,0,7,-20,3,2,-32
COC(=O)c1cc2c(s1)-c1cc(F)ccc1OC2,11,24,10,-4,-12,9,10,2,-27,-9,-13
Cc1cc(C)cc(N(C(=O)Cn2nnc(-c3ccccc3)n2)C(C(=O)NC2CCCCC2)c2ccccn2)c1 (stereo not given),-20,-1,1,6,-6,3,-13,8,-23,5,0
CCCCn1c(=NC(C)=O)c(C#N)cc2c(=O)n3cccc(C)c3nc21,-13,-1,12,-11,-6,2,-22,-9,-7,3,11
CCOC(=O)c1c(S(=O)(=O)N2CCN(C3CCCCC3)CC2)c(C)n(C)c1C,-12,5,0,-2,6,5,-4,8,4,-3,8
O=C(CSc1nnc2sc3ccccc3n12)N1CCN(c2ccccc2)CC1,-24,0,18,6,·,2,0,6,·,7,11
CCN(CC)C(=O)C1=C(C)N(Cc2ccc(C(C)(C)C)cc2)C(=O)C(CC(=O)NC2CC2)C1 (stereo not given),-19,-5,6,8,-3,11,6,-4,-2,8,18
Cc1ccc(-c2nc3c(Cl)cc(C(F)(F)F)cn3c2Cc2ccccc2)cc1,10,0,-18,3,-8,-1,4,·,-20,-15,-26
O=C1c2cccc3cccc(c23)C(=O)N1CC1CCN(S(=O)(=O)c2ccc(F)cc2)CC1,-3,-1,1,-6,1,-5,-14,-7,7,-10,-3
CCC(=O)c1ccc(OCC(=O)N2CCN(S(=O)(=O)c3ccc(Cl)s3)CC2)cc1,4,2,-9,14,7,-7,-22,-8,-9,-5,19
O=C(O)C1CCN(S(=O)(=O)Cc2ccccc2)CC1,0,33,-9,-22,5,-8,2,5,-14,-5,3
CCC(=O)N1CCN(c2ccccc2NC(=O)c2cccs2)CC1,0,2,14,-26,9,-3,-1,0,-26,0,-1
COc1cccc(C(=O)CSc2nnc(CNS(=O)(=O)c3ccc(C)cc3)n2C)c1,5,-2,2,-15,18,0,-22,-12,6,-1,7
c1cncc(CNc2c3c(nc4nnnn24)CCCC3)c1,1,0,0,10,-2,-3,-13,-14,5,7,-3
CCCC1CCC(C(=O)Nn2c(C)nc3ccccc3c2=O)CC1 (stereo not given),-1,3,11,16,19,0,-1,-3,23,0,5
CCOC(=O)N1CCN(S(=O)(=O)c2ccc(C(=O)Nc3sc4c(c3C(N)=O)CC(C)(C)NC4(C)C)cc2)CC1,23,-2,16,-14,-1,6,11,3,18,1,-17
CC(=O)Nc1ccc(N/C=C/C(=O)c2ccc(Br)cc2)cc1,-25,4,0,-56,·,2,3,1,·,5,-2
CCn1cnc2sc(C(=O)O)c(C)c2c1=O,8,0,25,-1,6,0,6,-3,-31,-11,-11
CC(NC(=O)CN1CCN(Cc2ccc(Cl)cc2)C1=O)c1ccc2c(c1)OCCO2 (stereo not given),13,-2,-8,-7,-4,-2,-5,-6,20,-7,5
Cc1ccccc1S(=O)(=O)N(CC(O)CN1CCCCC1)c1ccccc1 (stereo not given),-7,6,14,-17,-10,3,10,6,3,-5,-14
Cc1ccc(NC(=O)CC2C(=O)NCCN2C(=O)c2ccc(F)cc2)cc1 (stereo not given),0,2,-15,3,-13,7,2,-14,-30,4,19
Nc1nc(SCc2ccccc2)c2ncn(C3OC(CO)C(O)C3O)c2n1 (stereo not given),-54,0,-14,-17,-13,-8,-16,6,-34,0,-17
Cc1c(N=Nc2c(-c3ccc([N+](=O)[O-])cc3)[nH]n(C(N)=S)c2=O)cccc1[N+](=O)[O-],70*,10,3,47,-4,-34,1,10,-20,-5,-10
O=C(O)c1ccc(CSc2nc3c(c(=O)[nH]2)CCC3)cc1,2,-3,-4,7,-6,-4,-5,·,3,-3,15
Cc1cc(O)c(C(C)C)cc1NC(=O)c1ccc(Cl)cc1,2,2,5,-4,-8,-3,-7,-11,-10,-5,-7
O=C(c1cc(Br)ccc1Cl)N1CCN(c2ccc(N3CCOCC3)nn2)CC1,6,5,-1,-16,4,2,-2,3,7,6,6
O=S(=O)(Nc1cc(Cl)ccc1-n1cncn1)c1cc(Br)ccc1Br,46,2,10,58*,7,4,0,-4,-14,-12,31
COc1cc(C(=O)NNC(=O)C2CCCC2)cc(OC)c1OC,-8,-1,-5,20,-15,-5,11,3,6,-15,-2
COc1ccc(NC(C)=O)cc1NC(=O)CCn1c(=O)sc2ccccc21,-9,3,18,-2,-4,1,6,-8,4,-6,25
C/C(CC(=O)NCc1ccco1)=N\NC(=O)CC#N,-4,5,-3,-7,-6,1,6,10,16,-1,-4
O=C(CN1CCN(Cc2cccc(Cl)c2)C1=O)NCc1cccs1,-6,0,4,4,-3,-8,4,2,-4,-5,-12
CNC(=S)SCCOc1ccc(C)cc1,11,-1,18,-94,13,-12,-3,-4,-14,-7,4
O=C(NCCc1ccccc1)c1cnn2c(C(F)F)cc(C3CC3)nc12,-8,-2,16,15,3,-1,-22,-1,-19,-8,-26
CCOCCCNC(=S)NCCc1ccccc1,3,6,-22,-25,-17,-1,-30,-14,-22,5,-41

The results go on:
compound,TWEAK Fn14 block,Exocytosis inh,SRC3 inh,TROY signal inh,NR2F2 inh,ABHD5-PLIN5 inh,SRC1 inh,TLR9-MyD88 inh,NCOA2 inhibitor,NOD2-RIPK2 inh,NR5A2 inv ag
CCNC(=O)C1(C)CCN(C(=O)c2ccc(C(F)(F)F)cc2)C1 (stereo not given),-1,-1,-3,3,4,0,-2,·,22,-9,14
Cc1ccc(NC(=O)CCC(=O)NCCO)cc1,-11,-8,17,1,-12,1,-13,-2,-13,0,7
COc1ccccc1CNCc1ccc2c(c1)OCO2,-6,-6,3,-2,4,1,0,2,-30,-8,8
Cc1ccc(NC(=S)N2CCN(Cc3ccc4c(c3)OCO4)CC2)c(C)c1,-5,2,13,11,5,-13,-2,3,-2,-3,11
COc1cc(C(=S)N2CCCC2)cc(OC)c1OC,33,8,17,-6,-3,17,-20,1,-10,-2,13
CCOC(=O)c1c(-c2ccccc2)csc1NC(=O)CSc1ccccc1,7,1,5,-2,3,1,11,-4,1,-8,-11
Cc1ncc(CO)c(/C=N/NC(=O)c2ccccc2Br)c1O,-4,-2,5,3,-2,0,1,6,-8,13,-18
COc1ccc(C(=O)Nc2ccccc2C(=O)N/N=C/c2cccc3ccccc23)cc1,78*,0,-55,50,-12,2,-24,4,-50,-11,-59
CCN(CC)Cc1ccc(OC)c(Cl)c1,6,4,-2,-3,-6,1,7,·,-1,-3,11
COc1cc2sc(C)nc2c2ccccc12,17,1,2,2,1,-5,-11,0,-3,-2,3
Cc1ccc(C2NC(c3ccc(C)cc3)C([N+](=O)[O-])C(C)(C)C2[N+](=O)[O-])cc1 (stereo not given),9,0,8,7,-2,-5,-1,1,-14,-3,16
CC1(C)NC(=O)N(CC(=O)N2CCN(S(=O)(=O)c3cc(Cl)ccc3Cl)CC2)C1=O,-2,-1,-43,6,0,-17,-8,3,-11,-8,-9

Source: PubChem BioAssay

Only part of the results is shown; rates above refer to the full screens.
